CXCR6 block: CXCR6 receptor inhibitors, primary screen, cell-based, beta-arrestin, luminescence, CHO-K1 PathHunter, 1536-well | C-X-C chemokine receptor type 6 (Homo sapiens), O00574 | inhibition, % at 20 µM | 360,000 tested, 0.36% active | AID 602244, 2012; in the data active = inhibition above about 34%, passing the limit was not always enough;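 also: antagonist mode with CXCL16 agonist at 10 nM final; 0% = 10 nM CXCL16 with DMSO and 100% = unstimulated wells without agonist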
UPR CHOP act: activators of apoptotic CHOP UPR arm, primary screen, cell-based, CHO-CHOP luciferase reporter, luminescence, uHTS. UPR activation; percent of tunicamycin response over DMSO baseline. activation, % at 10 µM. 330,000 tested, 0.34% active. AID 449763, 2010;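 active = at 10 µM dose, activation of 40% or more, normalized to positive control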;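 also: 100% = tunicamycin at 10 µg/mL and 0% = DMSO alone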
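System: CHO CHOP reporter cells. Amount: 500 cells per well. Buffer or medium: F12 medium, 10% FBS. Compound dosing: one dose, 10 µM in 0.5% DMSO. Incubation: 6 h compound exposure at 37 °C after overnight seeding. Technique: Steady-Glo luciferase luminescence. Benchmarks: tunicamycin and DMSO controls.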
Mdm2-MdmX inh: inhibitors of human Mdm2-MdmX association, primary screen, cell-based, luminescence, split luciferase, SaOS-2, uHTS; inhibition, % at 8 µM; 330,000 tested, 3% active; AID 485346, 2010; SaOS-2 split-luciferase Mdm2/MdmX complementation; Protein Mdm4 (Homo sapiens) + E3 ubiquitin-protein ligase Mdm2 (Homo sapiens), …;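 active = inhibition of at least 50% at 8 µM in the primary screen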
Gli-Sufu block: Gli-Sufu pathway antagonists, primary screen, luciferase luminescence, Sufu-KO-LIGHT cells, uHTS | inhibition, % at 5 µM | AID 588413, 2011 | Sufu-KO-LIGHT fibroblasts, Gli luciferase reporter luminescence | 340,000 tested, 0.74% active;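 active = inhibition above about 55%, limit read from the data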;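 also: 0% = DMSO-treated cells and 100% = wells with medium but no cells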
697 NFkB inh: inhibitors of PMA/ionomycin-induced NF-kB reporter, 697 cells, primary screen, B-cell NF-kB inhibitor project, cell-based, luminescence, uHTS | 697 B-cell NF-kB luciferase reporter, 16 h | inhibition, % at 4 µM | 330,000 tested, 0.33% active | AID 435022, 2010; in the data active = inhibition above about 35%
Jurkat NFkB inh: inhibitors of induced NF-kB luciferase reporter, primary screen, TCR NF-kB activation inhibitor project, cell-based, luminescence, uHTS; Jurkat, PMA/ionomycin-induced NF-kB luciferase reporter; inhibition, % at 4 µM; 330,000 tested, 0.53% active; AID 435003, 2010; in the data active = inhibition above about 50%
CCR6 antag: CCR6 receptor antagonists, primary screen, cell-based, CHO-K1, luminescence, beta-arrestin, uHTS; CHO-K1 CCR6 PathHunter beta-arrestin, CCL20-stimulated; AID 493098, 2011; C-C chemokine receptor type 6 (Homo sapiens), P51684; 340,000 tested, 0.49% active; inhibition, % at 20 µM;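 active = compounds whose inhibition of the agonist-driven luminescence signal at 20 µM reaches about 50%, limit read from the data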;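 also: cells stimulated with CCL20 at 14 nM final; plate controls were DMSO with CCL20 for no effect and DMSO without agonist for full effect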
Target sequence (P51684 whole entry, looked up): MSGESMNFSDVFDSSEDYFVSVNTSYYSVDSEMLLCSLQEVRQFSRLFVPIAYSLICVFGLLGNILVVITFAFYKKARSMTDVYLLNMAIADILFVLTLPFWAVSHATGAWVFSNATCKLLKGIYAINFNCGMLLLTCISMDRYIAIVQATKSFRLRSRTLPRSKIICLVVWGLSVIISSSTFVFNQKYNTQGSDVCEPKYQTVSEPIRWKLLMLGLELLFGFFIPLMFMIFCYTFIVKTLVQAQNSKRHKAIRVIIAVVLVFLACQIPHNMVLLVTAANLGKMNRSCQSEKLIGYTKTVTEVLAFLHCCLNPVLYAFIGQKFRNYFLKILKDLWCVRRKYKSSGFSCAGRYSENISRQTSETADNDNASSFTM
UPR XBP1 act: activators of adaptive XBP1 UPR arm, primary screen, cell-based, CHO-XBP1 luciferase reporter, luminescence, uHTS. 330,000 tested, 0.33% active. activation, % at 20 µM. IRE1-XBP1 UPR activation; percent of tunicamycin response, DMSO as zero;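 active = versus positive control, 20 µM dose yields 30% or more activation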;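 also: 100% = tunicamycin at 10 µg/mL and 0% = DMSO only wells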
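Material: IRE1-XBP1 luciferase reporter CHO line / Quantity: one thousand reporter cells per well / Buffer or medium: F12 with 10% serum / Compound: 20 µM single concentration, DMSO 1% / Times: 6 h treatment, 37 °C / Detection: Steady-Glo luciferase glow luminescence, 10 min after reagent addition / Benchmarks: tunicamycin high, DMSO low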
EBI2 antag: EBI2 receptor antagonists, beta-arrestin recruitment, primary screen, cell-based, luminescence, 7a,25-OHC stimulation, uHTS. G-protein coupled receptor 183 (Homo sapiens), P32249. 7a,25-OHC stimulated. inhibition, % at 5 µM. 360,000 tested, 0.81% active; in the data active = inhibition above about 38%;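 also: enzyme fragment complementation signal reports receptor beta-arrestin coupling in cells; 0% = agonist plus DMSO wells and 100% = wells without agonist; some results beyond the cut were filed as inactive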
Target sequence (P32249 whole entry, looked up, the tested form may be a part): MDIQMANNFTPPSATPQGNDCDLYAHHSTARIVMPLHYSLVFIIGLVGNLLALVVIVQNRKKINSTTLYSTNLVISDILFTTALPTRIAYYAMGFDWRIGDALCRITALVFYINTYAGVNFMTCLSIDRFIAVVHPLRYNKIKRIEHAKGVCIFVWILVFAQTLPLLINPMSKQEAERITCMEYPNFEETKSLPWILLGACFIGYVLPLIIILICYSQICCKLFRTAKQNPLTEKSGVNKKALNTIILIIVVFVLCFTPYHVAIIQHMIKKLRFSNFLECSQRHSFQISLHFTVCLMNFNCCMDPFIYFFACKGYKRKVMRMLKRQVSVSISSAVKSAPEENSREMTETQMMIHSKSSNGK
Numbers without * were called inactive; · = no result given.

SMILES	CXCR6 block	UPR CHOP act	Mdm2-MdmX inh	Gli-Sufu block	697 NFkB inh	Jurkat NFkB inh	CCR6 antag	UPR XBP1 act	EBI2 antag
COc1ccc(NC(=O)CC2SC(=O)NC2=O)cc1 (configuration not stated)	3	-3.0	-3	1	-2	-19	12	1	1
O=C(/C=C/c1ccco1)NCC1COc2ccccc2O1 (configuration not stated)	-13	1.2	26	-1	9	1	0	1	7
C=CCN(c1ccc(Br)cc1C(=O)OC)S(C)(=O)=O	4	1.1	-28	-3	3	1	16	2	-2
O=C(COc1ccc(Cl)cc1)NCc1nnc(SCC(=O)Nc2ccccc2F)o1	-12	-0.5	-13	-16	-12	-19	9	-2	-4
COc1cc(C(=O)Nc2ccccc2C2COC(=O)C2=N)cc(OC)c1OC (configuration not stated)	-2	0.9	24	4	16	11	6	0	-7
Cc1ccc(/C=C2/SC(=S)N(C3CCCCC3)C2=O)o1	6	2.5	6	7	-5	9	15	-2	-9
O=c1c(Cc2ccc(F)cc2)c(O)ccn1Cc1ccc(Cl)cc1Cl	9	0.3	22	0	5	12	27	-3	8
CC(=O)NC(Cc1c[nH]c2ccccc12)C(=O)NCc1ccco1 (configuration not stated)	-18	0.7	-9	-1	5	15	12	-1	0
Cc1c(N=NC2=C(O)CC(C)(C)CC2=O)cc2c(c1[N+](=O)[O-])C(C)(C)CC2(C)C	19	0.9	70*	20	-33	-1	15	-4	8
Cc1ccc(S(=O)(=O)N2CCN(C(=O)C3COc4ccccc4O3)CC2)cc1C (configuration not stated)	0	0.4	9	1	23	4	15	2	24
O=C(c1cccc([N+](=O)[O-])c1)N1CCN(c2ccc(Cl)cc2)CC1	-16	0.6	1	3	15	15	13	-2	2
O=C(O)c1ccccc1C(=O)Nc1ccc(Oc2cccc(C(F)(F)F)c2)nc1	-1	2.5	8	-4	4	15	1	0	-4
COc1ccc(CCNC(=O)CN2C(=O)c3cccc4cccc(c34)C2=O)cc1OC	2	-1.2	20	-10	-7	0	1	2	3
O=S(=O)(Cc1ccc(Cl)cc1)N1CCCC1	1	-1.5	11	-4	-7	-22	1	2	-3
CN(C)CCCN(C(=O)CCc1ccccc1)c1nc2ccc(Cl)cc2s1	-4	7.0	50*	14	15	13	43	3	-8
CC(C)Cn1c(SCC(=O)Nc2cc(Cl)c(Cl)cc2Cl)nc(O)cc1=O	3	-0.5	8	-11	0	13	7	-3	8
O=C(COc1ccc(Cl)cc1)OCC(=O)N1CCCc2ccccc21	-5	2.3	29	-6	-13	7	-1	-1	-3
Cc1ccc(OCC(O)CNC(=O)c2ccccc2C(=O)O)cc1 (configuration not stated)	-6	-0.7	11	-4	-2	-11	-9	-1	-4
COc1ccccc1C1=CC(=O)C[C@H](c2ccc3c(c2)OCO3)C1	8	-2.3	49	0	8	38	15	1	-1
CC(C)OC(=O)c1ccc(NC(=S)NC(=O)c2cncc(Br)c2)cc1	18	3.5	38	3	3	28	47	5	15
COc1cc(C(=O)NNC(=O)c2ccco2)cc(OC)c1OC	-4	1.6	15	-16	12	11	5	-2	-8
CCOC(=O)c1ccc[n+](CC(=O)c2ccc(OC)cc2)c1	3	-0.5	-1	3	3	8	10	-2	4
CCOC(=O)CCN(C(=O)Nc1ccccc1)C1CCCCC1	9	·	·	10	·	·	7	·	-9
CCC(=O)Nc1ccc(N2CCN(Cc3ccccc3F)CC2)cc1	1	-0.2	14	2	-17	4	-3	0	-3
COc1cccc(NC(=O)CN(C)C(=O)C(C)Sc2ccccc2)c1 (configuration not stated)	-8	-0.2	1	-19	-2	6	-7	1	-8

Further structures
SMILES	CXCR6 block	UPR CHOP act	Mdm2-MdmX inh	Gli-Sufu block	697 NFkB inh	Jurkat NFkB inh	CCR6 antag	UPR XBP1 act	EBI2 antag
CC1=CC(c2ccc(Cl)cc2)n2nc(N3C(=O)CCC3=O)nc2N1 (configuration not stated)	-2	-1.7	14	-2	10	-11	3	0	-11
CCOC(=O)CN(C(=O)CSc1nnc2c(n1)[nH]c1ccccc12)c1ccccc1	6	-0.5	16	4	-23	0	7	1	9
COc1cccc(CNC(=S)Nc2cc(OC)ccc2OC)c1	12	-0.1	-18	6	-6	4	0	-3	-5
CCC(C)c1ccccc1N1CC(C(=O)N2CCN(c3ccccc3)CC2)CC1=O (configuration not stated)	0	·	·	3	·	·	11	·	7
O=C(NNC(=O)c1ccccc1F)c1cccs1	3	1.1	16	-29	-6	-23	13	-3	4
O=S(=O)(c1ccccc1F)N1CCN(CC(O)c2ccccc2)CC1 (configuration not stated)	-2	0.1	16	-1	14	4	8	-4	-5
COc1cc(C(=O)Nc2ccn(C)n2)ccc1OC(F)F	2	2.3	8	-14	-25	-35	-6	2	0
COc1ccc([C@@H]2CC(=O)c3c(O)cc(O)cc3O2)cc1O	1	4.0	2	-1	6	-5	9	-1	6
Cc1cc(C(=O)COC(=O)COc2ccc(C#N)cc2)c(C)n1C1CC1	4	2.0	3	-5	15	3	6	-1	6
CC1Cc2ccccc2N1C(=O)CSc1ccccc1 (configuration not stated)	11	1.6	6	-19	4	-17	12	-1	4
O=c1nc2n(c3ccc([N+](=O)[O-])cc13)CCCCC2	-2	0.0	-7	-24	-2	3	10	-2	-1
CCOC(=O)N1CCN(C(=O)c2ccc3c(c2)ncn3C2CCCC2)CC1	-9	0.7	-2	-11	7	7	5	-3	0
COCCCNCCOCCSc1ccc(Cl)cc1	5	3.2	-12	0	-7	-2	16	-1	-7
CCOC(=O)N1CCN(Cc2nc3cc(NC(C)=O)ccc3n2C)CC1	8	0.5	-10	7	3	-12	-1	-4	-1
Cc1ccc([C@@H]2[C@@H]3C(=O)N(C)C(=O)[C@@H]3[C@]3(Cc4ccccc4)C(=O)N(CCO)CC(=O)N23)o1	-3	-2.3	13	-6	17	2	5	0	-9
Cc1ccsc1/C=N/NC(=O)c1nnn(-c2nonc2N)c1C	3	4.7	3	-18	-2	-25	0	-2	-13
Cc1nc(NCCCn2ccnc2)c2oc3ccccc3c2n1	-5	-1.1	19	-31	3	-3	-19	6	0
CCc1nnc(NC(=O)CN2CCC(O)(c3ccccc3OC)CC2)s1	-2	-0.7	7	3	8	-5	-5	-4	-3
O=C(CSc1cccc2cccc(Cl)c12)NC1=NCCS1	-12	1.5	-11	-6	-6	-10	4	-1	-6
Cc1cc(C)nc(N2CCC(C(=O)NCCc3ccc(Cl)cc3)CC2)n1	-3	-1.6	0	-7	6	14	12	-2	6
Cc1cc(Cl)ccc1Oc1ncnc2oc(-c3ccccc3)cc12	-3	-1.3	21	2	14	-13	4	-3	53*
O=C(COC(=O)c1ccccc1)c1ccc(S(=O)(=O)N2CCCCC2)cc1	27	0.3	26	-2	-8	16	38	-3	26
CSc1ccc(C2NN=C(c3ccccc3)S2)cc1 (configuration not stated)	-2	-5.6	-51	-47	-263	-102	17	-8	18
O=C(Cn1ccnc1)c1ccc(O)c(O)c1	2	2.5	-7	-4	12	8	3	2	0
CC(NC(=O)CS(=O)(=O)c1ccccc1)c1ccccc1 (configuration not stated)	3	0.8	5	1	19	22	-4	-3	-1

Other structures
SMILES	CXCR6 block	UPR CHOP act	Mdm2-MdmX inh	Gli-Sufu block	697 NFkB inh	Jurkat NFkB inh	CCR6 antag	UPR XBP1 act	EBI2 antag
CCc1ccc(N2C(=O)CC(NNc3nc4ccccc4s3)C2=O)cc1 (configuration not stated)	1	0.9	-7	1	13	10	5	4	-6
COc1cc(CCC(=O)NNC(=O)c2cccc(Cl)c2)cc(OC)c1OC	-5	0.1	15	8	11	3	3	3	7
O=C(COC(=O)Cc1ccc(Cl)cc1Cl)NC1CC1	8	-0.2	20	5	10	3	6	0	-2
COc1ccc2c(c1OC)C(=O)N1C(C(=O)O)Cc3c([nH]c4ccccc34)C21 (configuration not stated)	-5	1.1	5	16	2	-1	-3	0	-12
CCOC(=O)c1c(C)oc2ccc(OCC(=O)C(C)(C)C)cc12	8	0.5	-8	3	-3	-8	14	3	-5
O=C(COc1ccc(Br)cc1)Nc1ccc2oc(=O)ccc2c1	-1	2.3	20	-5	22	19	12	-1	15

A stretch taken from the entries so far, as a working copy:
SMILES	CXCR6 block	UPR CHOP act	Mdm2-MdmX inh	Gli-Sufu block	697 NFkB inh	Jurkat NFkB inh	CCR6 antag	UPR XBP1 act	EBI2 antag
Cc1ccsc1/C=N/NC(=O)c1nnn(-c2nonc2N)c1C	3	4.7	3	-18	-2	-25	0	-2	-13
Cc1nc(NCCCn2ccnc2)c2oc3ccccc3c2n1	-5	-1.1	19	-31	3	-3	-19	6	0
CCc1nnc(NC(=O)CN2CCC(O)(c3ccccc3OC)CC2)s1	-2	-0.7	7	3	8	-5	-5	-4	-3
O=C(CSc1cccc2cccc(Cl)c12)NC1=NCCS1	-12	1.5	-11	-6	-6	-10	4	-1	-6
Cc1cc(C)nc(N2CCC(C(=O)NCCc3ccc(Cl)cc3)CC2)n1	-3	-1.6	0	-7	6	14	12	-2	6
Cc1cc(Cl)ccc1Oc1ncnc2oc(-c3ccccc3)cc12	-3	-1.3	21	2	14	-13	4	-3	53*
O=C(COC(=O)c1ccccc1)c1ccc(S(=O)(=O)N2CCCCC2)cc1	27	0.3	26	-2	-8	16	38	-3	26
CSc1ccc(C2NN=C(c3ccccc3)S2)cc1 (configuration not stated)	-2	-5.6	-51	-47	-263	-102	17	-8	18
O=C(Cn1ccnc1)c1ccc(O)c(O)c1	2	2.5	-7	-4	12	8	3	2	0
CC(NC(=O)CS(=O)(=O)c1ccccc1)c1ccccc1 (configuration not stated)	3	0.8	5	1	19	22	-4	-3	-1
CCc1ccc(N2C(=O)CC(NNc3nc4ccccc4s3)C2=O)cc1 (configuration not stated)	1	0.9	-7	1	13	10	5	4	-6
COc1cc(CCC(=O)NNC(=O)c2cccc(Cl)c2)cc(OC)c1OC	-5	0.1	15	8	11	3	3	3	7
O=C(COC(=O)Cc1ccc(Cl)cc1Cl)NC1CC1	8	-0.2	20	5	10	3	6	0	-2
